Compound activity: PubChem, The Scripps Research Institute Molecular Screening Center
MITF inh – MITF inhibitors, primary screen, biochemical, AlphaScreen, human | 650,000 compounds, 0.91% hits | AlphaScreen MITF homodimerization, bead proximity signal | inhibition, % at 2.6 µM; in the data active = inhibition above about 50%;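 note: 0% = vehicle wells with protein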
GPR151 activ – activators of human GPR151, primary screen, cell-based, PathHunter beta-arrestin, luminescence; PathHunter beta-arrestin GPR151 cells; AID 1508602, 2020; 650,000 compounds, 1% hits; G-protein coupled receptor 151 (Homo sapiens), Q8TDV0; activation, % at 11.2 µM; in the data active = activation above about 4.9%;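 note: 0% = median of compound wells and 100% = cells with positive control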
TEAD-YAP block – TEAD-YAP interaction inhibition, primary screen, TEAD-YAP interaction inhibitor project, luminescence, HEK-TIYL cells; TEAD-Gal4/YAP UAS-luciferase luminescence; inhibition, % at 9.12 µM; 640,000 compounds, 1.4% hits; AID 1259422, 2018; in the data active = inhibition above about 32%;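 note: 0% = median of test compound wells and 100% = reference inhibitor wells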
FBW7 activator – FBW7 E3 ligase activators, primary screen, biochemical, AlphaScreen, human; normalized activity (activation), % at 26.1 µM; AlphaScreen FBW7–phospho-cyclin E peptide binding, activator screen; 650,000 compounds, 0.13% hits; in the data active = normalized activity above about 1.9%;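 note: purified mutant Fbw7 with reduced substrate affinity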
Target sequence (Q969H0 whole entry, looked up): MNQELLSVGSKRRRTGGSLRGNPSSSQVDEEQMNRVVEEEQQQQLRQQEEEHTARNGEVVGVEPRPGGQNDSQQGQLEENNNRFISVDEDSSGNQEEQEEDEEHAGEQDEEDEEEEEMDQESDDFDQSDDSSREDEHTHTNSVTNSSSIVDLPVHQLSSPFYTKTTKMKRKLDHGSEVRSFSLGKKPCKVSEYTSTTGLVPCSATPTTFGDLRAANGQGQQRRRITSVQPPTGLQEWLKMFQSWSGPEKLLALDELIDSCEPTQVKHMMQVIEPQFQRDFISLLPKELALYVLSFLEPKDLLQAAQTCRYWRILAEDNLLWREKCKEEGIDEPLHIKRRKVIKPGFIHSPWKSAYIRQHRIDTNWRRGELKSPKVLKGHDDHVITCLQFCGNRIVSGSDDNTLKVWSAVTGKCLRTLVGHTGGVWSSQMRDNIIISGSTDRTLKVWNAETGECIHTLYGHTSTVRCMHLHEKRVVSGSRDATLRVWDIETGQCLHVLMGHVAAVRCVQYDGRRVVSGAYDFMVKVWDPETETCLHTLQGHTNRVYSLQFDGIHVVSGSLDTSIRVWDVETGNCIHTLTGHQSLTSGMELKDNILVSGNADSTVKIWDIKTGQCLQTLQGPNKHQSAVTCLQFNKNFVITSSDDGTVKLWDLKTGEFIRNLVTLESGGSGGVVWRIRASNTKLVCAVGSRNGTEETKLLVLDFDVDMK
* = called active by the depositor; / = not tested or not shown.

SMILES,TEAD-YAP block,GPR151 activ,FBW7 activator,MITF inh
COc1ccccc1NC(=O)CN(c1ccc(Cl)cc1C)S(=O)(=O)c1ccccc1,1,0.4,-0.2,0
O=c1[nH]c2ncc(-c3cncnc3)nc2n1C1CCCCC1,3,0.7,-0.4,-1
COc1ccccc1-c1nnc(Nc2nc3cc4c(cc3s2)OCO4)o1,-6,-0.5,0.8,2
O=C(O)CNC(=O)c1ccc(CO)cc1,7,0.2,0.2,7
CN1C(=O)/C(=C2\SC(=O)NC2=O)c2cc(Br)ccc21,7,-1.1,0.1,-8
COCC(=O)N1CCN(C2=NN=C(c3cccs3)CS2)CC1,-11,0.2,-0.6,9
CCCOC(=O)C1=C(C)NC2=C(C(=O)CCC2)C1c1ccc(Br)cc1 (stereo unspecified),6,0.3,0.5,6
CCOC(=O)c1c(NC(=O)CSc2nnc(CNC(=O)c3ccco3)n2-c2ccc(Br)cc2)sc2c1CCCC2,3,-0.7,0.1,-5
COc1ccc(C(=O)OCCN(C2=NS(=O)(=O)c3ccccc32)c2cccc(C)c2)cc1,17,1.2,0.3,12
COc1ccc(NC(=O)CSc2nc(O)c(CC(C)C)c(=O)[nH]2)cc1,6,1.0,0.1,-5
COc1cc2ccccc2cc1C(=O)Nc1ccc(-c2nn3c(C)nnc3s2)cc1C,-5,-0.5,-0.1,1
COc1ccc(Cl)cc1C(=O)Nc1ccc(Cl)cc1,-31,1.6,0.1,-24
COc1cc(C=O)ccc1OCCOc1ccc(C=O)cc1OC,-2,-1.4,0.4,-9
Cc1c(Cl)cccc1NC(=O)c1cc(S(=O)(=O)N2CC(C)CC(C)C2)ccc1F (stereo unspecified),-4,0.4,-0.1,9
O=[N+]([O-])c1ccc(N2CCN(S(=O)(=O)c3cccs3)CC2)c2ccncc12,-4,0.1,-0.2,-6
CCOC(=O)N1CCN(CC(O)COCc2ccc3c(c2)OCO3)CC1 (stereo unspecified),2,2.2,-0.2,-7
Cc1ccccc1-n1c(=O)cc(N2CCN(c3ccc(F)cc3)CC2)[nH]c1=O,3,0.7,0.1,-3
CN(C)C(=O)Cn1nc(C(F)(F)F)c2cccn2c1=O,-6,-0.6,0.1,0
O=C(NC1CC1)c1cccc(N2CCc3ccccc3C2)n1,-14,-1.0,0.1,5
O=C(CCCc1c[nH]c2ccccc12)N1CCn2c(nnc2C2CC2)C1,-4,-0.9,0.0,9
CCc1ccc(C2CC(=O)NC3=C2C(=O)CCC3)cc1 (stereo unspecified),-8,-0.5,0.0,-7
CCC(C(=O)N1CCc2ccccc2C1)n1nc(C)n2c(cc3sccc32)c1=O (stereo unspecified),-5,-0.1,-0.1,-1
COC(=O)C(CCSC)NC(=O)c1ccc(C(C)(C)C)cc1 (stereo unspecified),-4,-1.6,0.3,13
Cc1cc(OCC(=O)NNC(=O)c2cccs2)cc(C)c1Cl,8,1.0,0.0,-7
COc1cc(-c2nc(Nc3ccc(F)cc3Cl)c3ccccc3n2)cc(OC)c1OC,7,0.7,0.1,10
O=C1OC(c2ccc3c(c2)OCO3)=N/C1=C\c1ccc(-c2ccc(Br)cc2)o1,-9,-1.3,-0.1,7
CC(=O)c1cccc(NC(=O)C(=O)NCc2ccc(Cl)cc2)c1,2,1.7,0.1,-4
CC1CCc2cc(F)ccc2N1C(=O)CCCn1c2ccccc2c(=O)c2ccccc21 (stereo unspecified),-12,-1.4,0.8,9
Cc1cc(C)nc(SCC(=O)Nc2cccc3ccccc23)n1,12,-2.2,0.7,8
N#CCCN(CCN1CCCC1)S(=O)(=O)c1cccc2nsnc12,3,1.3,0.4,2
O=S(=O)(Nc1nc2ccccc2nc1OCC(F)(F)F)c1cccs1,-6,0.5,0.4,10
O=C(Cn1c(=O)c2cccn2c2cccnc21)NC1CCCCC1,-3,0.9,0.0,3
CCOC(=O)c1c(NS(=O)(=O)c2ccccc2)sc2c1CCCC2,-3,0.2,0.1,-7
CNc1oc(-c2ccc(OC)cc2)nc1P(=O)(OC)OC,-4,-0.3,0.0,15
O=C(/C=C/c1ccco1)NC(=S)Nc1ccc(F)c([N+](=O)[O-])c1,-7,-0.9,0.0,-3
O=C1OC(c2ccc([N+](=O)[O-])cc2Cl)=N/C1=C\c1ccc(Cl)c(Cl)c1,8,0.9,0.2,22
Nc1n[nH]c(N)c1N=Nc1ccccc1F,-37,0.9,0.2,13
CC1CCCC(NC(=O)C2N(CCN3CCCCCC3)C(=O)C3C(C(=O)Nc4ccc(Cl)cc4)C4C=CC32O4)C1C (stereo unspecified),-9,-0.5,0.1,-9
COc1nc(Nc2ccccc2-c2ccccc2)nc(OC)n1,-5,-0.8,-0.2,0
Cc1cccc(OCC2=N/C(=C\N(C)C)C(=O)O2)c1,-1,0.0,0.1,-7
Cc1ccc(S(=O)(=O)NC(Cc2ccccc2)C(=O)N2CCOCCOCCOCC2)cc1 (stereo unspecified),-4,0.0,1.5,21
O=C(Nc1nccs1)c1ccc2ncsc2c1,-42,-2.9,0.4,0
Cc1cc([N+](=O)[O-])c(-c2ccc(/C=C3\Sc4ccccc4C3=O)o2)cc1Cl,0,-0.2,0.3,15
CCOC(=O)CSc1nsc(SCC(=O)OCC)c1C#N,0,-0.5,-0.2,4
O=C(NCc1cccs1)c1cc(S(=O)(=O)N2CCOCC2)ccc1F,3,0.0,-0.1,0
CC(CCCC(C)(C)O)NCc1c(C(=O)N2CCCC2)nc2ccccn12 (stereo unspecified),-4,-0.3,0.0,-6
Cc1ccc(C)c(CN2CCC(Oc3cccc(C(=O)N4CCOCC4)c3)CC2)c1,0,-2.2,0.0,18
CN1CCCN(C(=O)c2ccccc2I)CC1,-1,0.6,0.2,8
CCCCCCC(Sc1nc(Cl)cc(NCc2ccc(-c3ccccc3)cc2)n1)C(=O)O (stereo unspecified),/,2.1,/,5
CC1CCN(CCCNC(=O)CCCNC(=O)Cn2cnc3sc4c(c3c2=O)CCCC4)CC1,11,-1.1,-0.1,4
COc1ccc(-c2nn(CN3CCOCC3)c(=S)n2C)cc1OC,-6,0.3,0.0,-6
O=C(Cn1nc(Cc2ccncc2)c2ccccc2c1=O)N1CCCc2ccccc21,-9,1.9,-0.2,-5
COc1ccc(C(Nc2cccc(C)n2)c2ccc3ccc(C)nc3c2O)cc1C (stereo unspecified),42*,-1.8,0.2,4
O=C(Cn1ncn2c(cc3ccsc32)c1=O)N1CCCCC1,-1,-0.6,0.2,15
CCOC(=O)C1=C(C)Nc2ncnn2C1c1ccc(SC)cc1 (stereo unspecified),1,0.1,0.2,0
O=[N+]([O-])c1c(N2CCOCC2)ccc2nonc12,-6,1.2,-0.1,3
COc1ccc(-n2c(C)cc(C(=O)Cn3c(NCCO)nc4ccccc43)c2C)cc1,8,-1.9,0.2,4
COC(=O)c1ccc2c(c1)C(=O)N(c1ccsc1Cl)C2=O,-4,0.3,0.3,12
CC(C)n1cnc2c(NCCCN3CCCC3=O)nc(N3CCc4ccccc4C3)nc21,-3,1.6,-0.2,-1
CCNC(=S)NNc1ccc([N+](=O)[O-])cc1,14,-0.8,0.0,3

The last 2 records of the part before are carried over, then new ones follow.
SMILES,TEAD-YAP block,GPR151 activ,FBW7 activator,MITF inh
CC(C)n1cnc2c(NCCCN3CCCC3=O)nc(N3CCc4ccccc4C3)nc21,-3,1.6,-0.2,-1
CCNC(=S)NNc1ccc([N+](=O)[O-])cc1,14,-0.8,0.0,3
Cc1c(N=Cc2cc([N+](=O)[O-])ccc2N2CCCCC2)c(=O)n(-c2ccccc2)n1C,-9,0.9,-0.1,-7
COc1ccc(CN2CCCN(Cc3ccc(OC)cc3)C2c2cccc(C)n2)cc1,7,1.0,0.1,-3
NCCCC[C@@H]1NC(=O)[C@@H]2C[C@H](NCc3nc(-c4ccccc4)cs3)CN2C1=O,5,1.0,-0.2,-9
CC1CC(C)CN(C(=S)Nc2ccc(Cl)c(Cl)c2)C1 (stereo unspecified),3,0.9,0.0,-1
O=C(Nc1ccc(S(=O)(=O)N2CCOCC2)cc1)c1ccccn1,-24,1.0,-0.1,7
CC(=O)Nc1nc(=S)n(-c2ccccc2)[nH]1,11,1.3,0.0,0
COc1ccc(CCNc2nc(-c3ccc(C(=O)NC4CC4)cc3)nc3nc[nH]c23)cc1,9,4.8,0.1,10
O=C(CNC(=O)c1cccc([N+](=O)[O-])c1)OCC(=O)c1ccc(Br)cc1,-3,0.3,0.1,-5
Cc1ccc(CNC(=O)CN(c2ccc(OCc3ccccc3)cc2)S(C)(=O)=O)cc1,7,3.3,-0.1,7
CN(C(=O)c1cnn2c1NC(c1ccc(Br)cc1)CC2C(F)(F)F)C1CCCCC1 (stereo unspecified),-3,-0.7,-0.1,1
C#CCN(Cc1ccco1)C(=O)c1ccc(OC2CCN(C(=O)COC)CC2)cc1,2,2.6,0.2,11
Cc1ccc(S(=O)(=O)NCCC(=O)NC(C)c2ccccc2)cc1 (stereo unspecified),8,1.2,0.0,10
NC(=S)N/N=C/Cn1ccc(=O)[nH]c1=O,2,1.0,-0.4,-8
CCOc1ccccc1NC(=O)c1c(NCc2ccc(C)o2)sc2c1CCC(C)C2 (stereo unspecified),10,0.8,0.2,12
COc1ccccc1CNC(=O)c1cc2occc2n1C,2,-1.8,-0.2,11
COc1ccc(Cl)cc1C(=O)Nc1ccccc1N1CCOCC1,13,0.9,0.1,2
COc1ccc(Cc2nc3ccc(-c4ccc5nc(Cc6ccc(OC)c(OC)c6)oc(=O)c5c4)cc3c(=O)o2)cc1OC,-3,-0.8,-0.1,4
O=[n+]1cc(-c2ccc(F)cc2)n([O-])c2c1CCCC2,-20,-1.9,1.1,-17
CC(C)(C)c1ccccc1NC(=O)NCc1ccc(C#N)cc1,2,0.7,0.4,8
COc1cc(/C=C(\NC(=O)c2ccccc2)C(=O)Nc2ccc(Cl)c([N+](=O)[O-])c2)cc(OC)c1OC,-5,-0.4,-0.4,-10
CC(C)Oc1ccc(CNC(=O)Cc2cccs2)cc1,-41,-0.7,0.1,12
O=C(Nc1ccc2c(c1)Cc1ccccc1-2)c1ccccc1Cl,-53,1.8,-0.1,5
CCCn1cc(NC(=O)c2cnc(-c3ccccc3O)s2)cn1,-18,-0.3,0.2,-10
Cc1ccc(-n2nc3c(c2NC(=O)c2cccc([N+](=O)[O-])c2C)CS(=O)(=O)C3)cc1,2,-1.1,0.1,-5
O=C1CCCN1CCn1cnc2c(NCc3cccc(C(F)(F)F)c3)nc(Nc3ccncn3)nc21,-25,1.3,0.1,15
CC(=O)n1cc(N2C(=O)C3C4C=CC(C4)C3C2=O)c(=O)[nH]c1=O (stereo unspecified),16,-0.6,0.0,-3
Cc1ccc2c(c1)N(CC(=O)OCC(=O)NC1CCCC1)C(=O)C(C)O2 (stereo unspecified),1,0.0,-0.1,14
COc1ccc(NC(=O)c2c(NC(=O)c3ccccc3F)sc3c2CCC(C)C3)cc1 (stereo unspecified),1,-0.6,0.2,6
OCCC1CN(Cc2nc3ccccc3s2)CCN1C1CCCCC1 (stereo unspecified),9,-0.1,0.0,12
CC(=O)CN(C)S(=O)(=O)c1ccc(C)cc1,2,0.0,0.0,0
COc1ccc(/C=N\NC(=O)COc2cccc(Cl)c2)cc1I,4,0.8,0.0,-8
O=C(Cn1c(CO)nc2ccccc21)Nc1ccc(S(=O)(=O)N2CCCCC2)cc1,1,0.5,0.0,-4
Cc1nc(SCC(=O)c2ccc(Cl)s2)nc(C)c1C,-5,0.1,0.1,2
CCCCOc1ccc(S(=O)(=O)N2CCC(C)CC2)cc1,-5,-0.2,0.1,7
COc1cccc(-n2c(C)c(C)n3c4c(=O)n(C(C)C(C)=O)c(=O)n(C)c4nc23)c1 (stereo unspecified),-2,-0.2,0.1,-10
Cc1cccc(Nc2nc(N3CC(C)OC(C)C3)nc3c2cnn3C)c1 (stereo unspecified),-2,-0.8,0.0,9
COc1ccccc1CC(=O)NCc1ccc(F)cc1,-8,0.9,0.2,-1
COc1cc(OC)cc(C(=O)Nc2ncnc3c2CCC3)c1,-9,0.2,-0.2,42

Shown field by field: 4 of the compounds above
CCCn1cc(NC(=O)c2cnc(-c3ccccc3O)s2)cn1
  TEAD-YAP block = -18
  GPR151 activ = -0.3
  FBW7 activator = 0.2
  MITF inh = -10
Cc1ccc(-n2nc3c(c2NC(=O)c2cccc([N+](=O)[O-])c2C)CS(=O)(=O)C3)cc1
  TEAD-YAP block = 2
  GPR151 activ = -1.1
  FBW7 activator = 0.1
  MITF inh = -5
O=C1CCCN1CCn1cnc2c(NCc3cccc(C(F)(F)F)c3)nc(Nc3ccncn3)nc21
  TEAD-YAP block = -25
  GPR151 activ = 1.3
  FBW7 activator = 0.1
  MITF inh = 15
CC(=O)n1cc(N2C(=O)C3C4C=CC(C4)C3C2=O)c(=O)[nH]c1=O (stereo unspecified)
  TEAD-YAP block = 16
  GPR151 activ = -0.6
  FBW7 activator = 0.0
  MITF inh = -3
